# L3MBTL1 inh – L3MBTL1 (human) inhibition; AlphaScreen L3MBTL1–H3K9me1 peptide binding; Potency, µM (doses to about 57.1 µM), without a hit: at the top dose activity, negative = inhibition, actives largely listed as inhibitors; Q9Y468; 0.66% of 230,000 active; further: on the % scale 0 is the no-effect control and ±100 the full control effect; nearly all actives have a fitted effect of over 60% in size
#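 L3MBTL1 50 nM + b-AHA-H3(1-15)K9me1 75 nM, 30 min RT; compound added, 30 min RT; streptavidin donor/Ni-chelate acceptor beads 10 ug/mL each final, 30 min RT dark; AlphaScreen read.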
# Tau FP inhib – inhibitors of human tau fibril formation; P10636; K18 P301L tau heparin fibrillization, Alexa594 FP, 6 h; Potency, µM (titrated, usually from 57.7 µM), for the others: at the top dose activity, negative = inhibition, usual class: inhibitors; 0.39% of 280,000 active; AID 1468; further: on the % scale 0 is the no-effect control and ±100 the full control effect; nearly all actives have a fitted effect of over 55% in size
# Target sequence (P10636 561-689 P618L limits assumed): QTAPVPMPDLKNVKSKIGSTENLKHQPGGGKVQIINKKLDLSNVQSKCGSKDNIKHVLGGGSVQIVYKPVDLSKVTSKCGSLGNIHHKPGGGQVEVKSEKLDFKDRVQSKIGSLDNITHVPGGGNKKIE
#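 Human tau K18 […] P301L fragment, 15 uM unlabeled plus 0.24 uM Alexa 594-labeled tau (final), with compound and 20 uM heparin in 100 mM sodium acetate pH 7; 6 hr at 37 C, then Alexa 594 FP read.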
# Tau fluor counter – counter-screen for tau fibril formation inhibitors | tau K18 P301L Alexa594 fluorescence, heparin fibrillization | 0.93% of 280,000 active | Potency, µM (titrated, usually from 57.7 µM), inactives show top-dose activity change, negative = decrease; further: on the % scale 0 is the no-effect control and ±100 the full control effect; nearly all actives have a fitted effect of over 55% in size
#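 Human K18 P301L tau (15 uM unlabeled plus 0.24 uM Alexa 594-labeled, final) in 100 mM sodium acetate pH 7 was mixed with compound and 20 uM heparin and incubated 6 hr at 37 C.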
# Tau fibril ThT – tau fibrillization inhibition (ThT binding) | P10636 | recombinant tau K18 P301L (four-repeat tau fragment), heparin-induced fibrillization, ThT fluorescence | Potency, µM (doses to about 57.4 µM), for the others: top-dose activity, negative = inhibition, most hits filed as inhibitors | 2.1% of 270,000 active | AID 1460; further: on the % scale 0 is the no-effect control and ±100 the full control effect; nearly all actives have a fitted effect of over 55% in size
#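 Heparin-induced fibrillization of the P301L-mutant K18 repeat-domain fragment of human tau was followed by ThT binding in quantitative high-throughput format.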
# HTT cytoprotect – protects HTT-Q103 PC12 cells, measured by ATP; PC12 HTT-Q103 induced, cytoprotection, ATP luminescence, 40 h; Potency, µM (highest dose often 56.4 µM), for the others: cytoprotection (ATP increase), most hits filed as activators; 0.14% of 230,000 active; AID 1471;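 further: % of control where 0% means no effect; nearly all actives have a fitted effect of over 45% in size; toxic huntingtin expression switched on by the ecdysone agonist tebufenozide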
#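 Compounds were screened for protection of PC12 cells against cell death after tebufenozide induction (100 nM final) of mutant Huntingtin exon 1 (Q103) fused to GFP.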
# RECQ1 inh – RECQ1 (human) helicase inhibition. P46063. RECQ1 DNA unwinding, red fluorescence kinetic read. Potency, µM (highest dose often 57.3 µM), without a hit: at the highest dose activity, negative = inhibition, actives largely listed as inhibitors. 0.54% of 240,000 active. AID 2549;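 further: plate controls were vehicle for no effect and no enzyme for full effect; nearly all actives have a fitted effect of over 30% in size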
#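 50 nM RECQ1T1 preincubated 15 min with compound in Tris pH 8.0 buffer with MgCl2, DTT, Tween-20 and 2.5 ug/ml poly(dI-dC); started with 200 nM TAMRA/BHQ-2 forked duplex and 2 mM ATP. Unwinding read as fluorescence (525/598 nm), two reads 2 h apart.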
# TexasRed fluor – alters Texas Red total fluorescence, flagging assay interference; AID 1479; Potency, µM (titrated, usually from 106 µM), inactives show at the top dose fluorescence change, negative = quenching; TRb/SRC2 Texas Red total fluorescence interference; 0.29% of 280,000 active; active means well fitted curve in either direction with a large enough effect; inconclusive means small, poorly fitted or top-dose-only effect; further: on the % scale 0 is the no-effect control and ±100 the full control effect
#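 Human TRb ligand-binding domain at 0.6 uM with 20 nM Texas Red SRC2 peptide in Tris buffer containing 1 uM T3 and 5% DMSO, incubated with compound 5 h at ambient temperature. Total fluorescence (555/632 nm) calculated as parallel + 2 × perpendicular.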
# TRb SRC2 PPI – disrupts binding of human TR beta to SRC2 | TRbeta-SRC2 peptide binding, fluorescence polarization; receptor liganded with 1 µM T3 | Potency, µM (titrated, usually from 106 µM), for the others: at the highest dose activity change, negative = inhibition, most hits filed as inhibitors | 0.065% of 280,000 active;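 further: plate controls were bound peptide for no effect and peptide without receptor for full effect; nearly all actives have a fitted effect of over 50% in size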
# Target sequence (P10828 whole entry, looked up): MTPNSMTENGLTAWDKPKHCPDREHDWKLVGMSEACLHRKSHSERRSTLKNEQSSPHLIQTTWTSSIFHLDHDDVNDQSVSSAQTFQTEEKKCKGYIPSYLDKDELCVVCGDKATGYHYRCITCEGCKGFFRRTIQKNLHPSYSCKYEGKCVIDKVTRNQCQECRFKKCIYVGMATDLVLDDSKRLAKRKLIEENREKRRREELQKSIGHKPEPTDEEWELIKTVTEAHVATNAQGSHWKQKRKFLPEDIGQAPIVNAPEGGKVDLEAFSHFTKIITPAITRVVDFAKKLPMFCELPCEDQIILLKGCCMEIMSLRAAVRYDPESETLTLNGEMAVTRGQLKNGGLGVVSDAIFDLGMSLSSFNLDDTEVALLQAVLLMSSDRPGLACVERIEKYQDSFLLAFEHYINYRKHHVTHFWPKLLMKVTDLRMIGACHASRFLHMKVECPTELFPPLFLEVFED
#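 Human TRb LBD (0.6 uM) plus Texas Red-labeled SRC2 peptide (20 nM), 1uM T3, 5% DMSO, 5 hr at ambient temperature. Decreased polarization (555/632 nm) flags inhibition; data normalized to free and bound peptide controls.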
# The depositor's hits bear a star; i = inactive; ? = inconclusive; . = no result given; [ ] = another dose, or the depositor's remark. Unless noted, the call rests on the fitted dose curve; in most records, active means well fitted curve in the direction sought with a large enough effect; inconclusive means small, poorly fitted or top-dose-only effect, or another doubt; inactive means no such curve, though single readings can be large; an effect the other way counts as inactive or inconclusive. Potency means the concentration at half of the fitted maximal effect.
# The first 3 compounds as a preview:
SMILES,L3MBTL1 inh,Tau FP inhib,Tau fluor counter,Tau fibril ThT,HTT cytoprotect,RECQ1 inh,TexasRed fluor,TRb SRC2 PPI
COc1ccc(NC(=O)C(Cc2c[nH]c3ccccc23)NC(=O)OC(C)(C)C)cc1 (stereo unspecified),.,9%,?,?,.,.,-3%,8%
NC(=O)C1CCN(c2c([N+](=O)[O-])cc(C(F)(F)F)cc2[N+](=O)[O-])CC1,3%,4%,1%,-5%,20%[10 µM],-12%,-3%,0%
Cc1c(-c2nc(-c3ccc4c(c3)OCO4)no2)nnn1-c1cccc(C(F)(F)F)c1,.,-8%,-10%,-3%,.,.,-1%,-4%

# The listing, from the start:
SMILES,L3MBTL1 inh,Tau FP inhib,Tau fluor counter,Tau fibril ThT,HTT cytoprotect,RECQ1 inh,TexasRed fluor,TRb SRC2 PPI
COc1ccc(NC(=O)C(Cc2c[nH]c3ccccc23)NC(=O)OC(C)(C)C)cc1 (stereo unspecified),.,9%,?,?,.,.,-3%,8%
NC(=O)C1CCN(c2c([N+](=O)[O-])cc(C(F)(F)F)cc2[N+](=O)[O-])CC1,3%,4%,1%,-5%,20%[10 µM],-12%,-3%,0%
Cc1c(-c2nc(-c3ccc4c(c3)OCO4)no2)nnn1-c1cccc(C(F)(F)F)c1,.,-8%,-10%,-3%,.,.,-1%,-4%
CC(=O)NC(CC(=O)NC1CCCCC1)c1ccccc1 (stereo unspecified),3%,0%,2%,0%,1%[10 µM],i,3%,0%
CCN(CC)S(=O)(=O)c1ccc(C(=O)NCCSc2c(-c3ccc(C)cc3)[nH]c3ccccc23)cc1,.,-1%,3.2µM*[quencher],-4%,.,.,1%,-5%
Cc1ccc(C)c(NC(=S)NNC(=O)c2ccco2)c1,-2%,5%,6%,-3%,-9%,i,1%,4%
COc1ccccc1/C=N/n1c(C)nnc1-n1nc(C)cc1C,.,0%,-10%,3%,13%,-3%,1%,-2%
CC(Oc1cccc(Cl)c1)C(=O)Nc1ccncc1 (stereo unspecified),46%[activator],7%,0%,11%,34%[10 µM],-13%,-8%,-13%
CCc1ccccc1NC(=O)C1COc2ccccc2C1 (stereo unspecified),.,8%,-4%,-4%,.,.,2%,5%
Cc1ccc(C(=O)c2coc3cc([N+](=O)[O-])c(O)c([N+](=O)[O-])c23)cc1,?,-1%,-28%,3.5µM*,6%[1.9 µM],-9%,?,-11%
C=CCN1C(=O)C(CC(=O)O)SC1=Nc1cccc([N+](=O)[O-])c1 (stereo unspecified),31%[activator],-11%,0%,2%,1%,19%,-1%,-14%
COc1ccc(CC(=O)Nc2cc(-c3cn4cccnc4n3)ccc2C)cc1OC,.,-2%,-16%,?,.,.,-2%,-5%
CCOc1ccc(OCC(=O)Nc2ccc(S(=O)(=O)Nc3cc(C)nc(C)n3)cc2)cc1,30%[activator][11.4 µM],0%,-5%,-8%,0%,i,1%,6%
CCN(Cc1ccncc1)C(=O)CCc1nnc(CCC2CCCCC2)o1,56%[activator],8%,2%,3%,5%[10 µM],i,-7%,-7%
CCOC(=O)C1(Cc2ccccc2C(F)(F)F)CCN(C2CCSC2)CC1 (stereo unspecified),-13%,4%,-1%,2%,-18%[10 µM],-5%,0%,3%
Cc1cc2ncn(CC3CC3(Cl)Cl)c2cc1C (stereo unspecified),0%,-1%,-6%,-4%,-71%,5%,0%,8%
CO/N=C(/C(=O)N[C@@H]1C(=O)N2C(C(=O)O)=C(COC(N)=O)CS[C@H]12)c1ccco1,.,.,.,.,-6%,7%,1%,-4%
O=S(=O)(c1cccc(-c2nnc(SCc3ccc(Cl)cc3)o2)c1)N1CCCCC1,11%,-1%,-16%,-4%,-2%[10 µM],-9%,-2%,-13%
Cc1ccccc1OC1C=CC(C#Cc2ccc(Br)cc2)OC1CO (stereo unspecified),.,-2%[11.6 µM],0%[11.6 µM],-8%[11.5 µM],-2%[10 µM],11%[11.5 µM],0%[11.2 µM],7%[11.2 µM]
COc1cc2c(cc1NC(=O)c1cccc(Br)c1)CCCC2,20%,3%,-25%,?,9%,-5%,-2%,4%
CCN=C1SC(CC(=O)NCCc2ccc(OC)c(OC)c2)C(=O)N1CC (stereo unspecified),-4%,-4%,-1%,2%,6%,-2%,3%,-3%
CC(=O)c1cccc(NC(=O)CN(c2cccc(F)c2)S(C)(=O)=O)c1,6%,-9%,-6%,-5%,-3%[1.9 µM],-1%,1%,-5%
CCOc1ccc(CNC(=O)c2ccc3c(c2)sc2nc(-c4ccc(OC)cc4)cn23)cc1,.,1%,-20%,-15%,.,.,40µM*[quencher],0%
C/C(=N\NC(N)=O)c1ccc(Cl)cc1,-2%,-2%,-4%,-6%,-12%,-8%,-1%,3%
Cc1cc(C)n(-c2c(C)[nH]c3ccccc23)n1,-3%,2%,-12%,-12%,-9%,-13%,0%,-8%
CCCc1nnc2n1N=C(c1ccc([N+](=O)[O-])cc1)CS2,0%,-8%,-18%,-23%,-14%[10 µM],-1%,-2%,-4%
O=C(NCc1ccco1)NCC(F)(F)F,4%,-6%,-4%,-7%,10%[0.074 µM],0%,-1%,-1%
CCN(CCn1cccn1)Cc1nc(-c2ccc(C(=O)OC)cc2)no1,10%,-5%,9%[2.34 µM],-1%,-4%[10 µM],i,-9%,-3%
CCCC(=O)NNC(=O)c1c(O)c2ccccc2[nH]c1=O,8%,0%,2%,-11%,-12%,-4%,-1%,-4%
CSc1nc2ccccc2n1Cc1cccc(F)c1,14%,4%,-5%,-6%,-12%[10 µM],-1%,-1%,-3%
CCOC(=O)c1sc(NC(=O)CSc2nnc(C(C)C)n2C)nc1C,0%,2%,-1%,-2%,19%[10 µM],i,0%,6%
Cc1ccc(-c2nn3c(C)nnc3s2)cc1NC(=O)c1cccs1,.,1%,-2%,-2%,-19%[0.074 µM],-23%,-2%,2%
COC(=O)CN=Cc1c(C)[nH]n(-c2ccccc2)c1=O,-6%,0%,1%,-4%,-37%[inhibitor],-2%,1%,3%
Cc1ccc(N2CCN(C(=O)c3ccccc3Br)CC2)c(C)c1,-11%,?,-12%,?,18%[10 µM],i,0%,-5%
CSc1c(-c2ccccn2)c(N)nn1C(=O)C1CC1,21%,2%,-26%,-14%,14%[10 µM],-12%,-5%,8%
CCOc1ccccc1NC(=O)Cn1c(=O)n(CCC(=O)NC2CCCC2)c(=O)c2ccccc21,.,0%,-6%,-4%,6%,i,-1%,-1%
O=C(CCn1cnc2ncccc2c1=O)N1CCN(c2cccc(Cl)c2)CC1,1%,1%,-8%,-9%,-1%[10 µM],7%,-2%,5%
CCN(CC)c1ccc(NS(=O)(=O)c2ccc(OC)cc2)cc1,0%,18%,-24%,?,-22%,i,-4%,-5%
O=S1(=O)[C@H]2C[C@@H]3CC[C@]2(CN1Cc1cccc(F)c1)O3,.,-6%,3%,2%,2%[10 µM],-6%,-1%,0%
Cc1cc(Cl)cc(C)c1OCCCCn1ccnc1,-2%,5%,-3%,-15%,16%,0%,2%,-4%
Cc1ccc(Nc2nc(N)nc(CN3CCN(Cc4ccc5c(c4)OCO5)CC3)n2)c(C)c1,-11%,-7%,-9%,-15%,-35%[inhibitor][0.074 µM],-8%,1%,9%
CC(C)(C)c1ccc(C(=O)Nc2ccc(CC(=O)O)cc2)o1,.,5%,-2%,-6%,-60%[inhibitor],-14%,-2%,-2%
CCOC(=O)c1c(C)[nH]c(CCC(=O)NCc2ccccc2Cl)c1C,.,11%,-5%,-3%,.,.,-2%,-10%
Cc1ccc(C2(C(F)(F)F)NC(=O)N3N=C4CCCCCN4C3=C2C#N)cc1 (stereo unspecified),.,0%,-2%,-1%,34%,-3%,-1%,-1%
O=C(CN(c1cccc(C(F)(F)F)c1)S(=O)(=O)c1ccccc1)N1CCOCC1,-2%,-2%,1%,1%,-14%[10 µM],-9%,1%,4%
COc1ccc(NC(=O)c2noc3c2CSc2ccccc2-3)cc1Cl,.,-7%,-9%,3%,.,.,-1%,2%
Cc1nc2c(sc3nc4c(cc32)COC(C)(C)C4)c(=O)n1CC(=O)NCc1ccco1,-21%,2%,-3%,?,-118%[inhibitor],-9%,2%,-9%
COc1ccc(-c2cc(C(F)(F)F)n3nc(C(=O)Nc4sc5c(c4C(=O)OC(C)C)CCCC5)cc3n2)cc1OC,.,-3%,-5%,-8%,.,.,8%,13%
COc1ccc(CNCc2cn(-c3cccc(F)c3)nc2-c2ccc(C)o2)cc1,-1%,0%,-23%,?,-53%[inhibitor],-1%,-3%,-3%
CCc1ccc(OCCSc2nc3ccccc3n2CC(=O)N2CCCCC2)cc1,.,4%,-16%,?,.,.,-2%,-6%
COC(=O)CNC(=O)COC(=O)c1ccc(Cl)nc1,.,-5%,-7%,-5%,-15%,i,-5%,-3%
CCC1=C2CC[C@H]3C(=O)N(CC)C(=O)[C@H]3[C@H]2[C@@]2(C)C(=O)N(CC(=O)OC)C(=O)N2C1=O,.,-14%,-4%,7%,-7%,8%,-2%,6%
CC(C)CCN1CCN(Cc2ccsc2)CC1CCO (stereo unspecified),1%,1%,0%,2%,11%[10 µM],4%,0%,4%
O=C(COc1ccc(F)cc1)N1CCC(c2ccccc2)C1 (stereo unspecified),0%,7%,-8%,?,4%[10 µM],2%,-3%,6%
COc1cc(N2C(=O)NC3CC2(C)Oc2ccccc23)cc(OC)c1OC (stereo unspecified),4%,1%,-4%,0%,1%,1%,-2%,-1%
O=C(C1CCC(CNc2c(N3CCCCC3)c(=O)c2=O)CC1)N1CCc2ccccc2C1 (stereo unspecified),0%,3%,5%,1%,-7%,-6%,-3%,1%

# Source: PubChem BioAssay (National Center for Advancing Translational Sciences (NCATS))

# An excerpt; the hit share may differ from the screen's.
